OXTR potentiator: human OXTR potentiators, primary screen, fluorescence, CHO-OTR cells, Fluo-8 calcium; AID 2445, 2010; Oxytocin receptor (Homo sapiens), P30559; activation, % at 3 µM; 0.061% of 320,000 active; Fluo-8 calcium fluorescence, potentiator mode; 0% = oxytocin EC15, 100% = EC100;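 active = activation above that plate's cutoff, the mean activation of tested compounds plus 3 SD, cut at about 6.6% in these data, passing the limit was not always enough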;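 note: 100% uses oxytocin at 75 nM as the full agonist control; some results filed as inactive read as strong as hits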
Target sequence (P30559 whole entry, looked up): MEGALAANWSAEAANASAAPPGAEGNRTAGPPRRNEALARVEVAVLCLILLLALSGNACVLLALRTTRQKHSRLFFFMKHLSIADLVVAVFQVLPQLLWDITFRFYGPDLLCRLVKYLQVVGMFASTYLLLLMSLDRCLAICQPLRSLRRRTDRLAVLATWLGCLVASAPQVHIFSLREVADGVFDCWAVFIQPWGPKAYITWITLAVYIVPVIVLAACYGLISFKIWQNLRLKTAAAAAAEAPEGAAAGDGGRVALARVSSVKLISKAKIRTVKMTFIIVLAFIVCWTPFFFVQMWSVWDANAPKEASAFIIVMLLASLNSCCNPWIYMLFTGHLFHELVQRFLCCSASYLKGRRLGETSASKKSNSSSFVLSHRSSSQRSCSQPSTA
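Material: human OTR in CHO cells. Compound: 3.0 µM, one dose. Timing: compound 6 min at room temperature before oxytocin, 100 s read. Evaluation: % activation of max/min ratio relative to oxytocin controls. Replication: single well per compound, singlicate. Signal: Fluo-8 calcium dye fluorescence.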
CHO-K1 Ca antag: M1 antagonist counterscreen hit in parental CHO-K1 cells; ATP-induced calcium, Fluo-8 fluorescence; inhibition, % at 3 µM; 0.6% of 360,000 active; AID 602250;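 active = inhibition above a per-plate cutoff, the plate's mean sample inhibition plus 3 SD, cut at about 24% in these data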;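 note: 0% = DMSO plus EC80 ATP and 100% = DMSO alone without ATP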
CHRM1 antagonist: human M1 muscarinic receptor antagonists, primary screen, CHO-K1 cells, Fluo-8 calcium fluorescence, 1536-well | Muscarinic acetylcholine receptor M1 (Homo sapiens), P11229 | CHO-K1 hM1, ACh EC80 antagonist | inhibition, % at 3 µM | 1.3% of 360,000 active | AID 588852, 2011;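 active = percent inhibition above its own plate's cutoff, namely the mean of that plate's compound wells plus 3 SD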;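 note: peak over basal fluorescence ratio during 140 s after agonist addition; 0% = ACh EC80 plus DMSO and 100% = DMSO alone without agonist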
TAAR1 antag: human TAAR1 antagonists, primary screen, Fluo-8 calcium fluorescence, CHO RD-HGA16 cells; 1.5% of 360,000 active; inhibition, % at 3 µM; AID 624466, 2012; antagonist; Trace amine-associated receptor 1 (Homo sapiens), Q96RJ0;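 active = inhibition above a per-plate cutoff, the mean inhibition of test compounds on that plate plus 3 SD, cut at about 49% in these data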;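 note: 0% = DMSO plus EC80 beta-PEA response and 100% = DMSO alone without agonist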
Target sequence (Q96RJ0 whole entry, looked up): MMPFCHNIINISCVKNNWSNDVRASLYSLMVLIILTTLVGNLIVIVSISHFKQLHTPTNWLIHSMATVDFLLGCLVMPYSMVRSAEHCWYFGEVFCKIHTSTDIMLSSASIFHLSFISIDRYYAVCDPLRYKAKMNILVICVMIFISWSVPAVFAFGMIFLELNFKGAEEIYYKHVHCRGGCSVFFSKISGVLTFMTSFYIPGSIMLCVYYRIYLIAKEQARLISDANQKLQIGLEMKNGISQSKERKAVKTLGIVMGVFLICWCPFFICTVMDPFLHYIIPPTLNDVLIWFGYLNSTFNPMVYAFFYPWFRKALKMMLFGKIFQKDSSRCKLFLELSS
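Test system – hTAAR1-expressing CHO RD-HGA16 cells, Gα16-coupled · Reagent – β-PEA at EC80 concentration, post-compound challenge · Compound dosing – 3 µM, single point · Timing – 140 s kinetic read after compound, 140 s after agonist · Detection – Fluo-8 intracellular calcium dye fluorescence, real-time kinetic reads · Control set – DMSO and EC80 PEA controls · Repeats – n of 1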
CHRM1 agonist: human M1 muscarinic receptor agonists, primary screen, Fluo-8 calcium fluorescence, CHO-K1 cells, HTS | CHO-K1 hM1, agonist mode; 0% DMSO, 100% acetylcholine EC100 | activation, % at 3 µM | 0.33% of 360,000 active | AID 588814, 2011;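 active = activation above the run's mean compound activation plus 3 SD, cut at about 16% in these data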;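 note: peak over basal fluorescence ratio within a 140 s kinetic read after compound addition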
TAAR1 agonist: human TAAR1 agonists, primary screen, Fluo-8 calcium fluorescence, CHO RD-HGA16 cells | Trace amine-associated receptor 1 (Homo sapiens), Q96RJ0 | vehicle wells 0%, saturating PEA agonist 100% | 0.99% of 360,000 active | activation, % at 3 µM;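 active = activation above the mean activation of all test compounds in the run plus 3 SD, cut at about 38% in these data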
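System: CHO-derived RD-HGA16 cells with stable Gα16 and human TAAR1. Times: 17-24 h plating, Fluo-8 75 min 37 °C, 30 min RT. Measured by: calcium-sensitive Fluo-8 signal, excitation 470-495, emission 515-575 nm. Read-out basis: % activation relative to PEA EC100 response. Control set: DMSO and PEA EC100. Repeats: no replicates (n 1).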
CHO parental Ca: ATP-evoked calcium signal inhibitors, parental CHO, primary screen, counter-screen for OX1R antagonist project, cell-based, fluorescence, Fluo-8 calcium dye | AID 463079, 2010 | inhibition, % at 5.6 µM | 0.63% of 330,000 active | parental CHO-K1, ATP-induced calcium, Fluo-8 fluorescence;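 active = inhibition above that plate's mean sample inhibition plus 3 SD, cut at about 26% in these data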;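 note: 0% = ATP-challenged DMSO wells and 100% = DMSO wells without ATP; some compounds past the cut are filed as inactive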
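Assay system: parental CHO cells; Read-out basis: percent inhibition of ATP-evoked calcium rise, normalized to controls; Benchmarks: ATP and no-ATP DMSO wells; Compound dosing: single nominal dose of 5.6 µM per compound; Signal: Fluo-8 calcium dye fluorescence; Also added: ATP as calcium-mobilizing challenge; Repeats: singlicate.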
CHO-K1 Ca PAM: nonselective calcium activators in parental CHO-K1 cells, primary screen, counter-screen for M1 PAM project, cell-based, Fluo-8 calcium fluorescence, full deck, 1536-well. ATP EC20; 0% at ATP EC20, 100% at ATP max. activation, % at 3 µM. 0.02% of 360,000 active;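 active = activation above the run cutoff, the mean activation of all test compounds plus 3 SD, cut at about 40% in these data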;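 note: peak over basal fluorescence ratio in a 140 s read after ATP addition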
M1 ag parental: counter-screen for M1 agonists: effect in parental CHO-K1 cells; AID 602248, 2012; activation, % at 3 µM; Fluo-8 calcium fluorescence; scaled to maximal ATP response, vehicle zero; 0.48% of 360,000 active; in the data active = activation above about 15%;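 note: untransfected CHO-K1 host cells lacking M1 receptor as counterscreen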
An asterisk follows results filed as active; & = joins results of further samples.

`CC(C)(C)NC(=O)C(c1cccs1)N(Cc1cccs1)C(=O)c1ccc(CN2CCOCC2)o1` (stereo not given) gave OXTR potentiator -3, CHO-K1 Ca antag 1, CHRM1 antagonist -3, TAAR1 antag -3, CHRM1 agonist -2, TAAR1 agonist -1, CHO parental Ca -9, CHO-K1 Ca PAM -11 and M1 ag parental -1.2.
`Cc1ccc(CNC(=O)CSc2nc3ccsc3c(=O)n2NC(=O)c2ccccc2)cc1` gave OXTR potentiator 5, CHO-K1 Ca antag 12, CHRM1 antagonist 0, TAAR1 antag 19, CHRM1 agonist -4, TAAR1 agonist 14, CHO parental Ca -10, CHO-K1 Ca PAM 6 and M1 ag parental 1.6.
`Cc1ccc(C(=O)NCC(=O)Nc2cc(C)ccn2)cc1` gave OXTR potentiator -8, CHO-K1 Ca antag 7, CHRM1 antagonist 1, TAAR1 antag -18, CHRM1 agonist -2, TAAR1 agonist 0, CHO parental Ca -6, CHO-K1 Ca PAM -15 and M1 ag parental 0.2.
Screening O=C(CCc1nnc(Cc2c[nH]c3ccccc23)o1)NC1CCCC1 returned OXTR potentiator -1, CHO-K1 Ca antag -17, CHRM1 antagonist -18, TAAR1 antag -29, CHRM1 agonist -3, TAAR1 agonist 2, CHO parental Ca -9, CHO-K1 Ca PAM 15 and M1 ag parental 0.9.
For COc1ccccc1N1CCN(C2CCCN(C(=O)CCc3ccccn3)C2)CC1 (stereo not given) the results were CHO-K1 Ca antag -6, CHRM1 antagonist -7, TAAR1 antag -13, CHRM1 agonist -4, TAAR1 agonist 0, CHO-K1 Ca PAM 16 and M1 ag parental 0.9.
For COc1ccc(-c2cc3nc4c(c(N5CCC6(CC5)OCCO6)n3n2)CCC4)cc1 the results were OXTR potentiator -5, CHO-K1 Ca antag -3, CHRM1 antagonist -7, TAAR1 antag -3, CHRM1 agonist -7, TAAR1 agonist 0, CHO parental Ca -18, CHO-K1 Ca PAM 11 and M1 ag parental -0.2.
`COCCNC(=O)c1onc(CSc2cccc(C)c2)c1C(=O)O` gave OXTR potentiator -2, CHO-K1 Ca antag 1, CHRM1 antagonist 6, TAAR1 antag 6, CHRM1 agonist -4, TAAR1 agonist 15, CHO parental Ca -4, CHO-K1 Ca PAM 0 and M1 ag parental 0.1.
Screening CCc1nc2ccccc2n1CCC(C)C returned OXTR potentiator -3, CHO-K1 Ca antag 2, CHRM1 antagonist 3, TAAR1 antag -3, CHRM1 agonist 0, TAAR1 agonist 0, CHO parental Ca -27, CHO-K1 Ca PAM 11 and M1 ag parental 0.1.
`CC(C)CNC(C)C(=O)Nc1ccc(S(N)(=O)=O)cc1` (stereo not given) gave OXTR potentiator 1, CHO-K1 Ca antag -16, CHRM1 antagonist -4, TAAR1 antag -3, CHRM1 agonist -10, TAAR1 agonist 2, CHO parental Ca 6, CHO-K1 Ca PAM 16 and M1 ag parental 1.3.
For Cn1cnnc1SC(C(=O)c1ccccc1)c1ccccc1 (stereo not given) the results were OXTR potentiator -6, CHO-K1 Ca antag -10, CHRM1 antagonist -2, TAAR1 antag -12, CHRM1 agonist -7, TAAR1 agonist -1, CHO parental Ca -21, CHO-K1 Ca PAM 17 and M1 ag parental 0.5.
O=C(O)c1ccccc1N=Nc1c(O)[nH]c2ccc([N+](=O)[O-])cc12 was read as OXTR potentiator -13, CHO-K1 Ca antag -13, CHRM1 antagonist -19, CHRM1 agonist -4, CHO parental Ca -6, CHO-K1 Ca PAM 27 and M1 ag parental 0.5.
`COCC(=O)N1C[C@H]2CON(C)[C@H]2C[C@H]1c1cccc(-c2ccccc2OC)c1` gave CHO-K1 Ca antag -6, CHRM1 antagonist -13, TAAR1 antag -4, CHRM1 agonist -3, TAAR1 agonist 0, CHO-K1 Ca PAM 15 and M1 ag parental 0.6.
`Fc1ccc(-n2c(-c3ccco3)n[nH]c2=S)cc1` gave CHO-K1 Ca antag -1, CHRM1 antagonist 2, TAAR1 antag -4, CHRM1 agonist 0, TAAR1 agonist -1, CHO-K1 Ca PAM -6 and M1 ag parental -0.1.
`c1ccc(Cc2nnc3sc(-c4ccccn4)nn23)cc1` gave OXTR potentiator 0, CHO-K1 Ca antag -17, CHRM1 antagonist -9, TAAR1 antag 8, CHRM1 agonist 1, TAAR1 agonist 7, CHO parental Ca 1, CHO-K1 Ca PAM 12 and M1 ag parental -0.2.
`CCc1nn(CC(=O)NC2CCN(Cc3ccccc3)CC2)c(=O)c2cc3cc(F)ccc3n12` gave OXTR potentiator -3, CHO-K1 Ca antag -19, CHRM1 antagonist -2, TAAR1 antag -22, CHRM1 agonist -6, TAAR1 agonist 0, CHO parental Ca -1, CHO-K1 Ca PAM 21 and M1 ag parental -0.1.
For Cc1ccccc1S(=O)(=O)NC(=O)C1(C)CCN1C(=O)Cc1ccccc1Cl (stereo not given) the results were CHO-K1 Ca antag -13, CHRM1 antagonist -18, TAAR1 antag -5, CHRM1 agonist -3, TAAR1 agonist 1, CHO-K1 Ca PAM 13 and M1 ag parental 0.4.
Screening CSCCC(NS(=O)(=O)c1ccccc1F)C(=O)NCc1cccs1 (stereo not given) returned OXTR potentiator -9, CHO-K1 Ca antag -8, CHRM1 antagonist 1, TAAR1 antag -7, CHRM1 agonist -4, TAAR1 agonist 18, CHO parental Ca -17, CHO-K1 Ca PAM -12 and M1 ag parental 0.2.
O=C(Nc1cccc(NC(=O)c2ccco2)c1)c1cnccn1 was read as OXTR potentiator -9, CHO-K1 Ca antag 3, CHRM1 antagonist -4, TAAR1 antag -1, CHRM1 agonist -2, TAAR1 agonist 3, CHO parental Ca -5, CHO-K1 Ca PAM 8 and M1 ag parental 1.4.
`NNC(=O)Cn1c(COc2ccc(Cl)cc2)nc2ccccc21` gave OXTR potentiator -5, CHO-K1 Ca antag -11, CHRM1 antagonist -2, TAAR1 antag 10, CHRM1 agonist -4, TAAR1 agonist -3, CHO parental Ca -34, CHO-K1 Ca PAM 16 and M1 ag parental 0.6.
Screening COc1ccc([C@H]2C[C@@H](n3cc(-c4ccc(F)cc4)nn3)[C@H](O)CN2C(=O)c2cccs2)cc1 returned CHO-K1 Ca antag 0, CHRM1 antagonist 12, TAAR1 antag -4, CHRM1 agonist -3, TAAR1 agonist 2, CHO-K1 Ca PAM -8 and M1 ag parental 0.4.
COc1ccc2c(c1)C(=O)C(=O)N2 was read as OXTR potentiator -2, CHO-K1 Ca antag -1, CHRM1 antagonist 2, TAAR1 antag -7, CHRM1 agonist -2, TAAR1 agonist 4, CHO parental Ca -1, CHO-K1 Ca PAM 16 and M1 ag parental -0.3.
COc1ccc(S(=O)(=O)NC(=O)C2(C)CCN2C(=O)CCC2CCCC2)cc1OC (stereo not given) was read as CHO-K1 Ca antag -3, CHRM1 antagonist 15, TAAR1 antag -8, CHRM1 agonist -1, TAAR1 agonist 1, CHO-K1 Ca PAM -5 and M1 ag parental -0.1.
`O=C(Cc1cc(=O)[nH][nH]1)N/N=C/C=C/c1ccccc1` gave OXTR potentiator 0&-11, CHO-K1 Ca antag -1, CHRM1 antagonist -16, TAAR1 antag -4, CHRM1 agonist -5, TAAR1 agonist 7, CHO parental Ca -9&-17, CHO-K1 Ca PAM 10 and M1 ag parental 0.0.
Screening COC(=O)c1ccc(SCc2ccccc2)nc1 returned OXTR potentiator -2, CHO-K1 Ca antag -2, CHRM1 antagonist -4, TAAR1 antag -31, CHRM1 agonist -4, TAAR1 agonist 2, CHO parental Ca -26, CHO-K1 Ca PAM 1 and M1 ag parental -0.2.
CCN(CC)c1nc(N)c(C#N)c(CC#N)c1C#N was read as OXTR potentiator -13, CHO-K1 Ca antag -12, CHRM1 antagonist -12, TAAR1 antag 22, CHRM1 agonist -2, TAAR1 agonist 13, CHO parental Ca -18, CHO-K1 Ca PAM 12 and M1 ag parental 2.5.
For CC(C)CC(NC(=O)C1CCCN1C(=O)[C@@H](C)NC(=O)OCc1ccccc1)C(=O)NCC(N)=O (stereo not given in full) the results were OXTR potentiator -6, CHO-K1 Ca antag 4, CHRM1 antagonist -21, TAAR1 antag 1, CHRM1 agonist -2, TAAR1 agonist 1, CHO parental Ca 2, CHO-K1 Ca PAM 3 and M1 ag parental 2.7.
For C=C(C)Cn1c(Sc2nnc(C)s2)nc2c1c(=O)[nH]c(=O)n2C the results were OXTR potentiator 1, CHO-K1 Ca antag 7, CHRM1 antagonist 6, TAAR1 antag 1, CHRM1 agonist -4, TAAR1 agonist 5, CHO parental Ca -9, CHO-K1 Ca PAM -2 and M1 ag parental 0.0.
`O=C(Nc1ccc(F)cc1)Nc1nnc(Cc2ccccc2)s1` gave OXTR potentiator -15, CHO-K1 Ca antag -6, CHRM1 antagonist -5, TAAR1 antag 10, CHRM1 agonist 1, TAAR1 agonist 11, CHO parental Ca 1, CHO-K1 Ca PAM 17 and M1 ag parental 2.3.

Ordered by length of the SMILES (highest first): three of the compounds above.
Screening COc1ccc([C@H]2C[C@@H](n3cc(-c4ccc(F)cc4)nn3)[C@H](O)CN2C(=O)c2cccs2)cc1 returned CHO-K1 Ca antag 0, CHRM1 antagonist 12, TAAR1 antag -4, CHRM1 agonist -3, TAAR1 agonist 2, CHO-K1 Ca PAM -8 and M1 ag parental 0.4.
For CC(C)CC(NC(=O)C1CCCN1C(=O)[C@@H](C)NC(=O)OCc1ccccc1)C(=O)NCC(N)=O (stereo not given in full) the results were OXTR potentiator -6, CHO-K1 Ca antag 4, CHRM1 antagonist -21, TAAR1 antag 1, CHRM1 agonist -2, TAAR1 agonist 1, CHO parental Ca 2, CHO-K1 Ca PAM 3 and M1 ag parental 2.7.
For C=C(C)Cn1c(Sc2nnc(C)s2)nc2c1c(=O)[nH]c(=O)n2C the results were OXTR potentiator 1, CHO-K1 Ca antag 7, CHRM1 antagonist 6, TAAR1 antag 1, CHRM1 agonist -4, TAAR1 agonist 5, CHO parental Ca -9, CHO-K1 Ca PAM -2 and M1 ag parental 0.0.
